Source: PubChem (National Center for Advancing Translational Sciences (NCATS))
EPAC2 antag = antagonists of human EPAC2. EPAC2 GEF exchange of Rap1B-BODIPY-GDP, fluorescence. Potency, µM (doses to about 114 µM), without a hit: at the top dose activity, negative = inhibition, actives largely listed as inhibitors. actives 0.18% (n = 360,000). AID 720708; note: potency is the fitted concentration of half-maximal effect; % is set by controls: 0 for no effect and ±100 for the full control effect; nearly all actives have a fitted effect of over 45% in size; many of its hits are not listed in these tables
TDP43 rescue = TDP-43 toxicity inhibition in yeast; TDP-43 expressing yeast growth rescue, BacTiter-Glo, 24 h; Potency, µM (titrated, usually from 46.1 µM), without a hit: top-dose growth rescue (activation), hits mostly activators; actives 1.8% (n = 410,000); note: potency is the fitted concentration of half-maximal effect; % of control where 0% means no effect; nearly all actives have a fitted effect of over 50% in size
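Readout is BacTiter-Glo luminescence of cell growth, so inhibitors register as activators. TDP-43-expressing yeast at OD600=0.02 in galactose medium, after raffinose pregrowth to mid-log, were incubated with compound for 24 hr at 30 deg C.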
D3 antag = blocks the human D3 dopamine receptor; D3R cells, DiscoveRx beta-arrestin luminescence, antagonist mode; hits give low values; max response, negative = inhibition, %; actives 2.5% (n = 360,000); AID 652054; in the data active = max response below about -50%; inconclusive = no clear call, values can overlap the other calls; note: % is set by controls: 0 for no effect and ±100 for the full control effect; mostly tested at two doses, the higher about 12 µM
Target sequence (P35462 whole entry, looked up): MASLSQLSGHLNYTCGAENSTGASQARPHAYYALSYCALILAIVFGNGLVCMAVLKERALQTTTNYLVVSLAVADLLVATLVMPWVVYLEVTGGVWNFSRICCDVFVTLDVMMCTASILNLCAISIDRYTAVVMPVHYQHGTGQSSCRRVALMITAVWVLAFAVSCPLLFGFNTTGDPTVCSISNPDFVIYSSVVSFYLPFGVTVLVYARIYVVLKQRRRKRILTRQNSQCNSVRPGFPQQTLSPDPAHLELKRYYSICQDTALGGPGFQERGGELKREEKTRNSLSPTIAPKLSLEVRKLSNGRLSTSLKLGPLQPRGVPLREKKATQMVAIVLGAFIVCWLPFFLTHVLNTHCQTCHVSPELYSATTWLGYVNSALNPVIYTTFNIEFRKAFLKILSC
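Cells plated overnight at 1500 cells/well, then exposed to library compounds with dopamine controls for 90 minutes at 37 degrees C. DiscoveRx reagent added for 30–60 minutes at room temperature; luminescence read, quantitative HTS format.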
aSyn rescue = alpha-synuclein toxicity inhibition in yeast | Yeast expressing alpha-synuclein, growth rescue, BacTiter-Glo, 24 h | Potency, µM (top dose mostly 46.1 µM), without a hit: at the top dose growth rescue (activation), actives largely listed as activators | actives 0.14% (n = 370,000); note: potency is the fitted concentration of half-maximal effect; % of control where 0% means no effect; nearly all actives have a fitted effect of over 65% in size
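Readout is rescue of growth in alpha-synuclein-expressing yeast, so inhibitors of toxicity appear as activators. Growth after 24 hr at 30 deg C in galactose medium is quantified by luminescence.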
DRD3 agonist = agonists of human D3 dopamine receptor; P35462; D3R DiscoveRx beta-arrestin cells, luminescence, 90 min; max activation, %; actives 0.58% (n = 410,000); AID 652048; in the data active = max activation above about 30%; note: 0% is about no effect; mostly tested at two doses, the higher about 12 µM
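Cells at 1500/well, incubated overnight, then treated with pinned compounds (dopamine as control) for 90 min at 37 degrees C. DiscoveRx reagent added for 30 - 60 minutes at room temperature; luminescence read.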
EPAC2 agonist = agonists of human EPAC2 (RAPGEF4). EPAC2 activation, biochemical qHTS; response scale: 100% = 6.5 mM cAMP response. Potency, µM (doses to about 154 µM), without a hit: at the top dose activation, hits mostly activators. actives 0.079% (n = 360,000); note: potency is the fitted concentration of half-maximal effect; nearly all actives have a fitted effect of over 50% in size
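qHTS, titration series. 100 nM EPAC2 / 250 nM Rap1B-BODIPY-GDP / 50 uM GDP; RT; ex 480/em 540 nm, 5-min reads to 30 min. Norm. to 6.5 mM cAMP = activation.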
FUS yeast rescue = suppressors of FUS proteinopathy in yeast; Potency, µM (doses to about 76.6 µM), for inactives: at the highest dose growth rescue (activation), actives largely listed as activators; actives 0.24% (n = 390,000); S. cerevisiae FUS-expressing, growth rescue, OD600, 24 h;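 note: potency is the fitted concentration of half-maximal effect; plate controls were DMSO vehicle for no effect and reference control for full effect; nearly all actives have a fitted effect of over 55% in size; some results filed as inactive show a strong effect at the top dose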
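S. cerevisiae expressing FUS from galactose induction served as the toxicity model. Growth after 24hr at 30C, read as absorbance at 600 nm, indicates suppression of toxicity; compounds dosed at several concentrations.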
Abeta yeast res = compounds reversing amyloid beta toxicity in yeast | yeast expressing A-beta42, growth rescue, OD600, 48 h; response scale: 0% DMSO, 100% iron-clioquinol control | Potency, µM (series often up to 46.1 µM), inactives show top-dose growth rescue, most hits filed as activators | actives 0.063% (n = 410,000) | AID 1347071; note: potency is the fitted concentration of half-maximal effect; nearly all actives have a fitted effect of over 55% in size
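Yeast growth medium received pinned compounds, then yeast cells expressing toxic A-beta were added; plates incubated at 30 C for 48 hr. Growth read as absorbance at 600 nm, normalized to DMSO and equimolar FeCl3 plus clioquinol controls.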
* marks the source's active call; other numbers are inactive results; ? = inconclusive; nt = not tested or not shown; [ ] = another dose, or the depositor's remark. Unless noted, calls come from the whole dose curve; as a rule, active = well fitted curve in the direction sought with a large enough effect; inconclusive = small, poorly fitted or top-dose-only effect, or another doubt; inactive = no such curve, though single readings can be large; an effect the other way counts as inactive or inconclusive. An excerpt. The share of hits here may be higher or lower than overall.

Results follow in this order: EPAC2 antag	TDP43 rescue	D3 antag	aSyn rescue	DRD3 agonist	EPAC2 agonist	FUS yeast rescue	Abeta yeast res
> C[C@H](CO)N1C[C@H](C)[C@@H](CN(C)CC2CC2)OCc2cnnn2CCCC1=O
→ 10%	?	-18	17%	-1	9%	-3%	2%
> Clc1cccc(CON/C=N/c2ncnc3sccc23)c1
→ -7%	3.5µM*	39	-14%	-1	-1%[15.6 µM]	7%	-87%[inhibitor]
> O=C1c2ccccc2C(O)(c2ccccc2)N1c1ccc([N+](=O)[O-])cc1Cl (stereo unspecified)
→ -5%	-88%[inhibitor]	-17	-60%[inhibitor]	6	0%	8%	-87%[inhibitor]
> O=C(Nc1ccc(F)cc1)N1CCN(C(=O)C2CCCO2)CC1 (stereo unspecified)
→ -7%	-16%	4	0%	2	7%	16%	-10%
> C/C=C/CSc1nc2c(c(=O)[nH]c(=O)n2C)n1Cc1ccc(C)cc1
→ 2%	7%	3	2%	9	7%	-28%	-12%
> O=c1oc2ccccc2cc1-c1cn2cc(Cc3ccc(Br)cc3)sc2n1
→ nt	-4%	nt	nt	-4	nt	10%	-16%
> CC(C(=O)Nc1cccc([N+](=O)[O-])c1)n1nnc2ccccc21 (stereo unspecified)
→ 1%	13%	?	-1%	-6	9%	7%	?
> CN(c1ncc(C(F)(F)F)cc1Cl)N1C(=O)C2ONC3(C(=O)CC(C)(C)CC3=O)C2C1=O (stereo unspecified)
→ 9%	-18%[9.22 µM]	5	-1%	-2	2%	13%	-15%
> CC1(C)CC(=O)C(C=NCc2ccccn2)=C(O)C1
→ -3%	1%	-21	-1%	-6	11%	5%	-32%[inhibitor]
> CCC(C)C(NC(=O)c1ccccc1NC(=O)c1ccco1)C(=O)O (stereo unspecified)
→ -2%	24%	-4	-2%	-1	8%	13%	4%
> COc1ccc(C(=O)N(Cc2ccco2)C(C(=O)NC2CCCC2)c2ccc(O)cc2)cc1OC (stereo unspecified)
→ -3%	0%	34	2%	11	6%	27%	4%
> CC(C)CCNC(=O)NC(=O)CSc1ncccn1
→ -4%	11%	-3	5%	0	-1%	-30%	4%
> Cc1ccsc1/C=N/NC(=O)CC(=O)NCC(C)C
→ -7%	2%	2	7%	-4	2%	-22%	-8%
> CCNC(=O)CC1SC(=Nc2ccc(C)c([N+](=O)[O-])c2)N(C)C1=O (stereo unspecified)
→ 6%	-1%	-23	-6%	0	9%	10%	6%
> CCCCOC(=O)c1ccc(NC(=O)c2cnc3ccc(C)cn3c2=O)cc1
→ nt	5%	nt	nt	-12	nt	-21%	-16%
> CCOc1ccc(CCNC(=O)COC(=O)c2cccc(S(=O)(=O)N3CCOCC3)c2)cc1OCC
→ -1%	-20%	-1	-10%	0	2%	7%	-3%
> Cc1sc2nc(SCCO)n(-c3ccccc3)c(=O)c2c1C
→ -6%	-24%	-5	-2%	-5	9%	-18%	1%
> NC(=O)Nc1ccc(C(=O)OCC(=O)NC2CCCc3ccccc32)cc1 (stereo unspecified)
→ 10%	17%	0	-8%	-6	-5%	38%	6%
> Cc1cc(C)cc(N2CCCC2=O)c1
→ -2%	0%	17	0%	-9	9%	21%	5%
> COc1ccc(-c2cc(-c3nnc(COC(=O)C4CC4)o3)c3ccccc3n2)cc1OC
→ -12%	-2%	-3	8%	3	6%	nt	4%
> Cc1ccc(-n2c(SCC(=O)NCC3CCCO3)nc3n[nH]c(C)c3c2=N)cc1Cl (stereo unspecified)
→ -10%	10%	4	3%	-4	4%	?	15%
> CC(=O)Nc1ccc(NC(=O)C(C)OC(=O)C23CC4CC(CC(Cl)(C4)C2)C3)cc1 (stereo unspecified)
→ ?	-10%	5	2%	2	-3%	29%	10%
> O=C(OC1CCOC1=O)c1cccc(S(=O)(=O)Nc2ccc(F)cc2)c1 (stereo unspecified)
→ 4%	8%	7	1%	4	-9%	25%	5%
> Cc1ccc(NC(=O)Cn2c(=O)n(CCCCC(=O)NCc3ccccc3Cl)c(=O)c3ccccc32)cc1C
→ nt	1%	nt	nt	-11	nt	-23%	-12%
> COc1cc(/C=C2\COC/C(=C\c3ccc(O)c(OC)c3)C2=O)ccc1O
→ -13%	-12%[1.82 µM]	-90*	-8%	-27	7%	5%	-12%
> Cc1ccc(OCCCC(=O)Nc2ccc(Cl)c(S(=O)(=O)N3CCOCC3)c2)cc1
→ -7%	23%	9	-1%	1	3%	?	21%
> CCOC(=O)C1=C(C)Nc2nnnn2C1c1ccc(OC)c(Br)c1 (stereo unspecified)
→ ?	10%	-13	5%	1	-8%	-8%	0%
> CCOc1ccc(CCNC(=O)COc2cc(=O)n(C)c3ccccc23)cc1OCC
→ 0%	11%	3	-5%	2	2%	11%	-7%
> Cc1ccc(C(=O)N/N=C\c2sccc2C)cn1
→ 1%[57.1 µM]	-15%	-4	-6%	-2	21%	-10%	-13%
> CCOC(=O)CNS(=O)(=O)c1ccc2c3c(cccc13)C(=O)N2CC
→ 2%	20%	7	-7%	3	-6%	9%	-25%
> CCCn1c(SCC(=O)Nc2cc(C)on2)n[nH]c1=O
→ 0%	4%	5	8%	2	5%	-9%	1%
> CN1CSC2=C(C#N)C(c3cccc(OCc4ccccc4)c3)CC(=O)N2C1 (stereo unspecified)
→ -5%	15%	-16	9%	3	1%	25%	5%
> O=C(COc1ccc2cc(Br)ccc2c1Br)N1CCOCC1
→ -8%	?	6	20%	-8	5%	?	-10%
> CCOc1ccc(CN2CCC(C(=O)N3CCN(c4ccccc4F)CC3)CC2)cc1OC
→ 4%	-11%	-14	-5%	4	1%	19%	-3%
> Cn1ccc(C(=O)Nc2ccc(Br)cc2Br)n1
→ -2%	26%	-3	-1%	-1	-7%	-1%	-4%
> O=C(Cn1cnc2c(OCc3ccccc3)ncnc21)NCc1nc2ccccc2[nH]1
→ 0%	-2%	-8	1%	-2	7%	-11%	-14%
> CCN(CCNC(=O)CC1Oc2ccccc2NC1=O)c1ccccc1 (stereo unspecified)
→ -10%	?	7	2%	-1	0%	-18%	2%
> CCN1CCN(c2nc3c(C)cccn3c(=O)c2/C=C(\C#N)S(=O)(=O)c2ccc(C)cc2)CC1
→ -3%	-4%	?	5%	0	-5%	16%	8%
> CCCCn1c(=O)[nH]c(=O)c2c1nc(-c1ccc(OCCC)c(OCC)c1)n2C
→ -6%	-17%	-4	-7%	2	2%	-17%	4%
> NC(=S)N/N=C\c1ccc(-c2cccc(Cl)c2Cl)o1
→ 6%	?	-13	3%	-4	1%	-7%	?
> COc1cccc(Nc2nc3ccccc3n2C(C)C)c1
→ 19%	16%	15	-6%	-8	0%	nt	7%
> CN(C)CCNC(=O)c1cc2ccccc2oc1=O
→ -2%	9%	16	-2%	7	-2%	-25%	5%
> COc1ccccc1OCC(=O)NNC(=S)NC(=O)c1ccco1
→ 1%	29%	-9	?	-3	-10%	1%	7.9µM*
> CCCC1(c2ccccc2)NC(=O)N(CC(=O)N2CC(=O)Nc3ccccc32)C1=O (stereo unspecified)
→ 1%	-6%	-17	-2%	-3	11%	10%	-14%
> COc1ccc(S(=O)(=O)N2CCC(C(=O)NCc3cccnc3)CC2)cc1C
→ -2%	11%	16	-7%	16	6%	7%	-6%
> Nc1nccnc1C(=O)OCC(=O)Nc1ccc2[nH]c(=O)[nH]c2c1
→ 6%	5%	6	-3%	-13	12%	16%	12%
> Cn1c(=Nc2ccccc2)sc2ccccc21
→ -3%	-14%	7	-9%	-4	20%	-5%	-8%
> NC(=O)COc1ccc(C(=O)NCC2(N3CCOCC3)CCCCC2)cc1
→ 1%	-3%	15	5%	-2	9%	-19%	-4%
> O=C(Nc1ccc(N2CCOCC2)cc1)C1=NN(c2ccccc2)C(=O)CC1
→ 13%	-5%	6	-4%	-7	10%	29%	5%
> CN1C(=O)/C(=C/c2ccco2)SC1=Nc1ccc(N2CCOCC2)cc1
→ 4%	5%	-4	-3%	-1	12%	6%	10%
> O=S(=O)(NCCc1ccccn1)c1cccs1
→ -3%	6%	6	-6%	-1	-3%	-5%	1%
> CCOC(=O)C1=C(CCc2ccccc2)NC(=O)NC1c1cccc([N+](=O)[O-])c1 (stereo unspecified)
→ -8%	10%	5	-5%	14	11%	-3%	-6%
> O=C(CNCC(=O)Nc1ccc(F)c(F)c1F)Nc1ccc(F)c(F)c1F
→ 9%	0%	-12	3%	-1	6%	0%	-11%
> CCSc1nc2sc3c(c2c(=O)n1-c1ccccc1C)CCN(C)C3
→ 4%	-1%	-10	0%	-35	4%	28%	0%
> COc1ccc(-c2ccnc3nc(N4CCN(c5ccccc5)CC4)nn23)cc1
→ -3%	14µM*	18	1%	-1	11%	11%	5%
> O=C(Oc1ccccc1C(=O)Oc1ccccc1)c1cccnc1
→ -25%	16%	26	1%	-1	8%	-12%	2%
> Cc1cc(NC2CCCCC2)nc(N2CCOCC2)n1
→ 17%	0%	-5	0%	-7	4%	5%	-17%
> CCS(=O)(=O)c1cc([N+](=O)[O-])c(Sc2ccccc2N)s1
→ 9%	27%	-20	0%	-6	1%	-4%	5%
> Nc1nc(=O)n(C2CCC(CO)O2)cc1F (stereo unspecified)
→ 11%[57.1 µM]	22%	nt	nt	nt	7%	-21%	nt
> O=c1onc(-c2ccc(Cl)cc2Cl)n1-c1cccnc1
→ -2%	19%	15	6%	14	2%	12%	10%
> O=S(=O)(NC1CCN(Cc2ccccc2)CC1)c1ccc2ccccc2c1
→ 2%	9%	8	10%	9	-3%	-9%	-4%

5 compounds drawn at random from those above:
Results follow in this order: EPAC2 antag	TDP43 rescue	D3 antag	aSyn rescue	DRD3 agonist	EPAC2 agonist	FUS yeast rescue	Abeta yeast res
> CCN1CCN(c2nc3c(C)cccn3c(=O)c2/C=C(\C#N)S(=O)(=O)c2ccc(C)cc2)CC1
→ -3%	-4%	?	5%	0	-5%	16%	8%
> CN1C(=O)/C(=C/c2ccco2)SC1=Nc1ccc(N2CCOCC2)cc1
→ 4%	5%	-4	-3%	-1	12%	6%	10%
> Cn1ccc(C(=O)Nc2ccc(Br)cc2Br)n1
→ -2%	26%	-3	-1%	-1	-7%	-1%	-4%
> CCOC(=O)C1=C(CCc2ccccc2)NC(=O)NC1c1cccc([N+](=O)[O-])c1 (stereo unspecified)
→ -8%	10%	5	-5%	14	11%	-3%	-6%
> CCSc1nc2sc3c(c2c(=O)n1-c1ccccc1C)CCN(C)C3
→ 4%	-1%	-10	0%	-35	4%	28%	0%
